From PubChem BioAssay
TNAP act hiacc = TNAP activators at high phosphate acceptor level, primary screen, biochemical, luminescence, uHTS; purified TNAP, CDP-star luminescence, 1 M DEA, 30 min; active compounds read high; 0 = EDTA background, 1 = DMSO-only activity; activation factor at 20 µM; 200,000 tested, under 10 active;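 active means activation factor at least 2 at 20 µM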
Target sequence (P05186 whole entry, looked up): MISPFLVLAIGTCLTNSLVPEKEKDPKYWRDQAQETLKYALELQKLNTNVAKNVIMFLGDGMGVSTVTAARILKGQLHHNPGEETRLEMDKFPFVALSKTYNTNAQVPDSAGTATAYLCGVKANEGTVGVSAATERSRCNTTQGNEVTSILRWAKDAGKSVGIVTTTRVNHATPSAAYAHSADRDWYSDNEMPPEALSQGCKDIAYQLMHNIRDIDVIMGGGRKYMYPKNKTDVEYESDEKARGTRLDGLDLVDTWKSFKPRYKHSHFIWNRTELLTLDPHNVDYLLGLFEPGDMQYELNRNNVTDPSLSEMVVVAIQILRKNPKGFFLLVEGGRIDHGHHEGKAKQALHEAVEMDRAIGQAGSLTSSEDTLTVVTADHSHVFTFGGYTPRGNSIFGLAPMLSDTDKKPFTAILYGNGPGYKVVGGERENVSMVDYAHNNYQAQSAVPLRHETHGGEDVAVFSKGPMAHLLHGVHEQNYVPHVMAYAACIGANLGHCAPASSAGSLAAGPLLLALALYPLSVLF
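Measured by: Luminescent substrate turnover signal | Test system: Human TNAP | Input: TNAP 1/800 final | Dosing: 20 µM single point | Schedule: 30 min, room temperature | Controls: EDTA wells as negative control, DMSO wells as positive control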
FLuc act counter = FLuc activators, initial screening, artefact control for FLuc-dependent activation tests, biochemical, ATPlite luminescence | Luciferin 4-monooxygenase (Photinus pyralis), P08659 | ATPlite luciferase biochemical, 10 min; 0 = ATP-free wells, 1 = DMSO control | activation factor at 10 µM | 200,000 tested, under 10 active;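 active means luciferase activation factor, scaled between plate controls, of at least 2 with compound at 10 µM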
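Assay system: Luciferase/luciferin detection reagent, cell-free biochemical luciferase assay / Also added: ATP substrate / Schedule: 10 min at ambient temperature / Measured by: luminescence measurement of luciferase light output / Benchmarks: low control with PBS replacing ATP, high control enzyme plus ATP without compound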
bIAP activator = bovine intestinal alkaline phosphatase activators, primary screen, biochemical, bovine IAP, CDP-star luminescence; purified bovine IAP, 30 min; active compounds read high; fold of DMSO-control signal, blank-subtracted; activation factor at 20 µM; 0.17% of 200,000 active; AID 1016, 2008;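 active means activation factor of 2 or more at 20 µM, a signal rise over negative controls twice the positive control's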
APP 5'UTR act = activators of APP 5'UTR luciferase reporter, primary screen, SH-SY5Y cells. 1% of 190,000 active. AID 1276, 2008. SH-SY5Y APP 5'UTR luciferase reporter, luminescence; zero percent = DMSO vehicle wells. activation, % at 2 µM;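 active means activation above a set limit, based on mean plus 3 SD of controls, cut at about 140% in these data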; further: values of inactives mirror those of a sister screen read the other way
TNAP inh noacc = human TNAP enzyme inhibitors, primary screen, biochemical, luminescent, no phosphate acceptor, uHTS; Alkaline phosphatase, tissue-nonspecific isozyme (Homo sapiens), P05186; purified TNAP, CDP-star luminescence, 30 min; inhibition, % at 20 µM; 0.26% of 200,000 active; AID 1012, 2008;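 active means tissue-nonspecific alkaline phosphatase inhibition above about 50% at 20 µM in the single-dose screen, limit read from the data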;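 further: 0% = DMSO negative control and 100% = EDTA positive control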
PMI act = activators of human PMI, primary screen, biochemical, fluorescence intensity, near-Km mannose 6-phosphate; 0.005% of 190,000 active; activation factor at 20 µM; Mannose-6-phosphate isomerase (Homo sapiens), P34949; purified human PMI, coupled resazurin fluorescence, 20 min; active compounds read high; 1 = vehicle control, 0 substrate-free wells;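 active means activation factor of 2 or more at 20 µM, relative to plate controls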
Target sequence (P34949 whole entry, looked up): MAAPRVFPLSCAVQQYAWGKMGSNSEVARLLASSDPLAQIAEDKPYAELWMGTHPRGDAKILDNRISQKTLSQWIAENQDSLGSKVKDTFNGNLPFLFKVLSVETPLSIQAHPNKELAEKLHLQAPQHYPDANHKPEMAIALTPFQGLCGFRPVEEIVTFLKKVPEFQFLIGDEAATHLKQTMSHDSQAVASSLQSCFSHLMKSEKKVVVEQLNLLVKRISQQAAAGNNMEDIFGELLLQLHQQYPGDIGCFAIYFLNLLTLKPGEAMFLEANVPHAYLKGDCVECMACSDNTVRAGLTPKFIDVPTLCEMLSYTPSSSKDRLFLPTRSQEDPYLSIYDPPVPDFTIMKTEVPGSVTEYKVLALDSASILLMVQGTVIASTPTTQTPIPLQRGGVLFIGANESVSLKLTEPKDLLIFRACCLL
TNAP inh hiacc = human TNAP enzyme inhibitors, primary screen, biochemical, luminescent, high phosphate acceptor level, uHTS; purified TNAP, CDP-star luminescence, 1 M DEA; inhibition, % at 20 µM; 0.03% of 200,000 active;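 active means over 50% inhibition of tissue-nonspecific alkaline phosphatase at 20 µM in the single-dose screen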;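 further: plate controls were DMSO wells for no effect and EDTA-quenched wells as full inhibition for full effect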
PMI act hi M6P = human PMI activators, high substrate, primary screen, biochemical, fluorescence intensity, near-saturating mannose 6-phosphate | Mannose-6-phosphate isomerase (Homo sapiens), P34949 | coupled PMI enzyme assay, resazurin fluorescence, 20 min; active compounds read high; 1 = untreated enzyme, 0 = substrate-free blank | activation factor at 20 µM | 0.34% of 190,000 active;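 active means activation factor of 2 or more at 20 µM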
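Material: human phosphomannose isomerase with PGI, G6PDH, diaphorase coupling enzymes. Quantity: 15 ng/mL PMI. Medium: HEPES pH 7.4 buffer with MgCl2 and Tween-20. Reagent: Near-saturating mannose-6-phosphate, 1.0 mM. Compound: 20 µM single dose. Times: enzyme reaction with compound 20 min at room temperature. Detection: resorufin fluorescence at Ex 544/Em 590 nm.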
NF-kB neuron act = activators of NF-kB expression in neurons, primary screen, cell-based, HTS | AID 1239, 2008 | fold change at 12.5 µM | human neuronal cells, NF-kB reporter expression; active compounds read high | 1.6% of 190,000 active; in the data active means fold change above about 3.3
FLuc inhib CS = firefly luciferase enzyme inhibitors, primary screen, artefact control for luciferase-based inhibitor screens, biochemical, luminescence, ATPLite. inhibition, % at 10 µM. AID 1006, 2008. 1.5% of 200,000 active. 10 min;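 active means inhibition above about 50% when tested at 10 µM, limit read from the data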
The depositor's hits bear a star; nt = not tested or not shown.

SMILES	TNAP act hiacc	FLuc act counter	bIAP activator	APP 5'UTR act	TNAP inh noacc	PMI act	TNAP inh hiacc	PMI act hi M6P	NF-kB neuron act	FLuc inhib CS
COc1ccc(C(=O)Nc2nc3ccc(S(C)(=O)=O)cc3s2)cc1	1	1	0.8	0	-7	1.1	-2	1.1	1.2	1
O=C(Nc1cnn(Cc2ccc(F)cc2)c1)c1cc(-c2cccs2)on1	1.1	1	1	2	-18	1.1	-6	1.1	2.3	-3
Cc1cccc(C)c1OCC(=O)Nc1cccc(C(=O)O)c1	1	1	1.1	88	-5	1	-4	1	1.1	1
Cn1nnnc1SCC(=O)N1CCN(C(=O)c2ccco2)CC1	1	1	1.2	-8	-12	1.6	-4	1.4	1.1	-4
CS(=O)(=O)c1ccc2nc(NC(=O)Cc3ccccc3)sc2c1	1	1	1	-7	-10	1.1	-3	1.1	1.1	-5
COCC(=O)NCc1nc2ccccc2[nH]1	1.1	1.1	0.9	1	-4	0.9	-5	1	1.1	-9
CCC1CCCCN1C(=O)CSc1nc(C)cc(C)n1 (stereo not given)	1	1	1	102	-11	1	-1	1	1.1	-4
N#Cc1ccc(NC(=O)CCc2ccc(S(=O)(=O)N3CCOCC3)cc2)cc1	1	1	0.9	-7	-10	0.9	-5	0.9	0.88	-3
C/C(=N\NC(=O)CSc1nc2ccccc2o1)c1ccc(O)cc1	1.1	0.9	1	9	-44	0.9	-5	0.9	1.8	6
O=C(c1cnc2n(c1=O)CCS2)N1CCN(c2ccccc2F)CC1	1	1	0.9	6	1	0.8	-2	0.9	1.2	-4
CCc1cc2cc3c(cc2nc1SCC(=O)Nc1nccs1)OCO3	1	1.1	1	4	-1	1.2	-4	1.2	1.2	-6
Oc1c(CN2CCN(c3ccc(F)cc3)CC2)cc(Cl)c2cccnc12	1.1	1.1	1.1	-9	-11	0.8	-7	0.8	1.9	-7
CCc1ccc(C2NC(=S)NC3=C2C(=O)CCC3)cc1 (stereo not given)	1	1	0.9	2	2	1	-3	1.1	0.95	-3
O=C(Nc1ccc(O)cc1)c1cc2n(n1)C(C(F)(F)F)CC(c1ccco1)N2 (stereo not given)	1.1	1	0.9	15	-7	0.9	-6	0.9	1.2	-3
CCc1ccccc1NC(=O)CCN1C(=O)c2ccccc2C1=O	1	1.1	1	8	-8	1.1	1	1.1	1.1	-7
CCOc1ccccc1N/C=C(\C#N)c1nc2ccccc2n1C	1	1	1	-2	-7	1	-2	1	1	2
CN1CCN(S(=O)(=O)c2ccc(NC(=S)NC(=O)C3CCCCC3)cc2)CC1	1	1	0.9	4	3	0.8	-5	0.8	0.95	-2
C=CCNC(=S)Nc1sc2c(c1C#N)CCCC2	1	0.8	1	-5	-9	1	-5	1	1	16
CCOc1ccccc1C(=O)NCC(=O)OCc1c(C)noc1C	1.1	1	0.9	-10	-6	1	-6	1	1.1	-4
C=CCn1c(COc2ccc(F)cc2)nnc1SCC(=O)N1CC(=O)Nc2ccccc21	1.1	1.1	1	20	3	1.1	-8	1	0.85	-10
COc1ccccc1C1/C(=C(\O)c2ccc3c(c2)OCCO3)C(=O)C(=O)N1CCCN(C)C (stereo not given)	1	1	1	nt	-9	1	-3	1	nt	1
COc1ccc2c(c1)CCC/C2=N\NC(=O)c1ccoc1C	1	0.8	0.7	108	-10	0.9	-4	1	1.7	15
O=C(O)c1ccccc1-c1nc2ccccc2n1-c1ccccc1	1	1.1	1	-6	-6	1.1	-4	1.1	1.2	-8
Cc1cc(C)nc(NS(=O)(=O)c2ccc(NC(=O)C3COc4ccccc4O3)cc2)n1 (stereo not given)	1.1	1	1	20	-10	1	-5	0.5	1.2	-5
COc1cc(C(=S)NCc2ccccc2)cc(Br)c1O	1	1.1	0.9	10	-9	0.3	-4	0.6	1.3	-6

Overlap with the part before: 2 compounds, then new ones.
SMILES	TNAP act hiacc	FLuc act counter	bIAP activator	APP 5'UTR act	TNAP inh noacc	PMI act	TNAP inh hiacc	PMI act hi M6P	NF-kB neuron act	FLuc inhib CS
Cc1cc(C)nc(NS(=O)(=O)c2ccc(NC(=O)C3COc4ccccc4O3)cc2)n1 (stereo not given)	1.1	1	1	20	-10	1	-5	0.5	1.2	-5
COc1cc(C(=S)NCc2ccccc2)cc(Br)c1O	1	1.1	0.9	10	-9	0.3	-4	0.6	1.3	-6
CN(C)/C=N/c1sc2c(c1C(N)=O)CCCC2	1	1	1.1	7	-10	1	-5	1	1.4	-4
CC1CCN(C(=O)CSc2nc3ccccc3s2)CC1	1.1	1	1	94	-10	1	-10	1	2.8	4
Cc1[nH]nc2ncc(C(=O)c3cc(F)ccc3O)cc12	1	1.1	1	-10	-9	1.1	-1	1.1	0.73	-10
Cc1[nH]n(-c2cccc(Cl)c2)c(=O)c1C=NCC(C)C	1	1	1.3	77	-5	0.9	-1	0.9	2.8	3
Cc1c(C(=O)Nc2cc(S(=O)(=O)N3CCOCC3)ccc2N2CCOCC2)oc2ccccc12	1	1.1	1.1	-15	-9	0.9	-2	1	0.56	-6
Cc1cc(C)cc(Oc2cc(NC(=O)c3cn(C)nc3C)cc([N+](=O)[O-])c2)c1	1.1	1	0.9	0	-18	1	-6	1	1.1	-3
Cc1cnc(C(=O)Nc2ccc(F)c(F)c2)cn1	1	1	0.8	6	-9	0.8	3	0.8	2.2	5
CN1CCS/C1=C/C=C1/SC(=S)N(Cc2ccccc2)C1=O	0.5	1	1.1	nt	41	0.7	49	0.6	1.1	0
Brc1ccc2nc3c(n2c1)CCCC3	1.1	1	1	-5	-12	1.1	-6	1	1.2	-2
CCOC(=O)C1CCN(C(=O)/C=C/c2cccs2)CC1	1.1	1	1	30	-98	1	-7	1	1.2	-4
COC(=O)c1[nH]c(C)c(/C(O)=C2\C(=O)C(=O)N(CCN(C)C)C2c2cccc(OC)c2OC)c1C (stereo not given)	1	1.1	0.9	-2	-11	1.3	-2	1.2	1.1	-8
CC(=O)c1ccc(OCCn2cnc3ccccc32)cc1	1	1	1	8	-2	1	-2	0.9	1.2	-4
Clc1nc(-c2cccnc2)nc2scc(-c3ccccc3)c12	1	0.7	0.9	24	-2	1	2	1	0.96	35
Cc1cnc(C(=O)Nc2ccc(N3CCOCC3)cc2)cn1	1	0.9	0.9	8	-6	0.9	0	1	1.2	9
O=C(CCN1C(=O)c2ccncc2C1=O)NCc1ccc(Cl)cc1	1.1	1.1	1	1	-7	0.9	-5	0.9	1.2	-7
CC(C)CC(CO)N1CCN(C(=O)c2ccc(Cl)cc2Cl)CCC1=O (stereo not given)	1	1	1.2	3	-4	1.1	0	1.1	1.2	-2
O=C(CNc1ccccc1)N/N=C/c1ccc([N+](=O)[O-])o1	0.9	1	0.9	3	1	1	6	0.9	0.73	2
CCc1ccc2[nH]c(=O)c(CN(Cc3nnnn3C3CCCC3)C3CCCCC3)cc2c1	1.1	1.1	1	83	0	1.2	-7	1.3	1.1	-11
COc1ccc(S(=O)(=O)N2CCCC(C(=O)O)C2)cc1Cl (stereo not given)	1	1.1	1	-16	-4	1.1	-4	1.1	0.99	-6
CCOC(=O)c1cc2c(ccn2-c2ccc(F)cc2)n1CC(=O)N1CCN(C(=O)c2ccco2)CC1	1.1	1.1	1	0	-10	1	-7	0.9	1.1	-9
CCONC(=O)Nc1ccccc1	1	1	1.2	4	-2	1	0	1	1.1	0
COC(=O)C1=C(C)NC(=O)/C1=C\c1cc(C)n(-c2ccc(F)cc2)c1C	0.9	0.9	1	-12	12	1.4	6	1.1	0.99	7
O=C(Nc1ccccc1)N1CCC(C(=O)N2CCN(c3ccccc3F)CC2)CC1	1.1	1.1	0.9	-11	-16	1.1	-7	1.1	1.1	-5
CN(C)c1ccc(CNC(=O)CN(C)S(=O)(=O)c2cccc3cccnc23)cc1	1	1	0.9	4	-15	1.1	-4	1	1.1	-2
COC(=O)C1CC(c2c(OC)cc(OC)cc2OC)=NO1 (stereo not given)	1	1.1	1	1	-9	1	-1	1	1.5	-5

By substructure: the entries above with two or more sulfur atoms
SMILES	TNAP act hiacc	FLuc act counter	bIAP activator	APP 5'UTR act	TNAP inh noacc	PMI act	TNAP inh hiacc	PMI act hi M6P	NF-kB neuron act	FLuc inhib CS
COc1ccc(C(=O)Nc2nc3ccc(S(C)(=O)=O)cc3s2)cc1	1	1	0.8	0	-7	1.1	-2	1.1	1.2	1
CS(=O)(=O)c1ccc2nc(NC(=O)Cc3ccccc3)sc2c1	1	1	1	-7	-10	1.1	-3	1.1	1.1	-5
CCc1cc2cc3c(cc2nc1SCC(=O)Nc1nccs1)OCO3	1	1.1	1	4	-1	1.2	-4	1.2	1.2	-6
CN1CCN(S(=O)(=O)c2ccc(NC(=S)NC(=O)C3CCCCC3)cc2)CC1	1	1	0.9	4	3	0.8	-5	0.8	0.95	-2
C=CCNC(=S)Nc1sc2c(c1C#N)CCCC2	1	0.8	1	-5	-9	1	-5	1	1	16
CC1CCN(C(=O)CSc2nc3ccccc3s2)CC1	1.1	1	1	94	-10	1	-10	1	2.8	4
CN1CCS/C1=C/C=C1/SC(=S)N(Cc2ccccc2)C1=O	0.5	1	1.1	nt	41	0.7	49	0.6	1.1	0
